# T cell HTS – modulators of CD8 T cell-vesicle binding, primary screen, mouse 2C CD8+ T cells, flow cytometry | 2C CD8+ T cell-vesicle binding; hits give low values | 330,000 tested, 0.068% active | calls only at 7 µM;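 active means response, share of CD8 T cells binding vesicles, and their 90th percentile fluorescence all below set limits, cut at about 80% in these data, passing the limit was not always enough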
#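 Assay system – 2C mouse CD8+ T cells · Also added – QL9-loaded Drosophila micro-vesicles · Timing – Cell–vesicle co-incubation 1.5 h at 37 °C, staining 20 min on ice · Signal – flow cytometry of vesicle-bound cells · Measure – percent CD8+ FL2 mean versus row control · Controls – Peptide-free naked vesicles (low) and QL9 vesicles with 0.7% DMSO vehicle (high)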
# NTR1 ag – agonists of NTR1, primary screen, imaging, U2OS cells, beta-arrestin-GFP, high content (AID 493036); Neurotensin receptor type 1 (Homo sapiens), P30989; NTR1-U2OS beta-arrestin-GFP spot imaging, agonist mode; activation, % at 20 µM; 330,000 tested, 0.17% active;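 active means activation at or above 40% of the spot to cytoplasm intensity ratio, with at least 20 cells analyzed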;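 further: 0% = DMSO without peptide and 100% = 100 nM NTR1 peptide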
# Target sequence (P30989 whole entry, looked up): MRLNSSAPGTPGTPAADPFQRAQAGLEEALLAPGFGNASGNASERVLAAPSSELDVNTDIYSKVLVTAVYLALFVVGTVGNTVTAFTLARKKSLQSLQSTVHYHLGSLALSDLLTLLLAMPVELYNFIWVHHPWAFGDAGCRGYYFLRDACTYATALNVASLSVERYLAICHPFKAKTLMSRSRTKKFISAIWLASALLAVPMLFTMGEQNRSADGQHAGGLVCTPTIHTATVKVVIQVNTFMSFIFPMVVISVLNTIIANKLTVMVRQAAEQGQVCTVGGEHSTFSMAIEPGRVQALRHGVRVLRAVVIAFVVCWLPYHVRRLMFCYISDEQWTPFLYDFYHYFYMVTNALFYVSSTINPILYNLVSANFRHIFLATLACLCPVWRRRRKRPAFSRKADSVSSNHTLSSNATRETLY
# Myeloid diff 2 – induction of myeloid progenitor differentiation, primary screen, cell-based, flow cytometry, MLPCN library. ER-HoxA9 myeloid progenitors, lysozyme-GFP differentiation. 360,000 tested, 1% active. calls only at 10 µM;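 active means normalized GFP-positive differentiation at or above the plate's own cutoff, the solvent-only control mean plus 3 SD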;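 further: cells exposed to compound for four days before flow analysis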
# T cell HTS vesicle-bound % – further read-out of T cell HTS, marked with its call; double positive events, %; measured here: CD8+ vesicle-bound cell fraction;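 binding gate set so that unloaded-vesicle control wells show 10% double positive cells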
# NTR1 ag cell count 20 µM – also measured in NTR1 ag; calls as there; cell count; measured here: cell count, cytotoxicity flag
# Myeloid diff 2 GFP+ MAC1+ % – further read-out of Myeloid diff 2, marked with its call; GFP+ MAC1+ double positive, %; measured here: differentiation confirmed by MAC1 staining
# * hit, by the source's call; i = inactive. Not all compounds are listed (hit frequency here may not be typical).
SMILES,T cell HTS,T cell HTS vesicle-bound %,NTR1 ag,NTR1 ag cell count 20 µM,Myeloid diff 2,Myeloid diff 2 GFP+ MAC1+ %
COC(=O)[C@]1(Cc2ccccc2)N[C@H](CN(C)C(=O)NC(C)C)[C@@H]2C(=O)N(C)C(=O)[C@@H]21,i,15,2.6,56,i,1.7
COCc1c(C(=O)OCc2nnc(-c3ccc([N+](=O)[O-])cc3)o2)oc2ccccc12,i,18,0.0,56,i,0.6
CCOC(=O)C1=C(C)Nc2ccccc2N/C1=N\S(=O)(=O)c1ccc(Cl)cc1,i,48,0.9,45,i,0.7
N#CC1(NC(=O)CSc2nnc(Nc3ccccc3F)s2)CCCC1,i,40,0.0,79,i,0.7
COc1ccccc1CCC(=O)OCC(=O)Nc1ccc2[nH]c(=O)[nH]c2c1,i,14,-0.2,53,i,1.1
O=C(NCC(c1cccs1)N1CCOCC1)c1cc2ccccc2oc1=O (stereo not drawn),i,7,0.9,52,i,1.5
O=C(CCC(=O)c1ccccc1)Nc1ccccc1,i,28,1.1,31,i,0.6
CN(CC(=O)NCCc1ccc(S(N)(=O)=O)cc1)CC(=O)Nc1ccc(F)c(F)c1F,i,33,0.5,68,i,1.3
COc1cc(OC)c(C(=O)Nc2cc(Cl)ccc2-n2cncn2)cc1OC,i,23,-0.3,50,i,1.8
Cc1ccc([N+](=O)[O-])cc1S(=O)(=O)Nc1cccc(-c2ccc(N3CCOCC3)nn2)c1,i,40,2.5,59,i,0.2
COc1ccc(C2=CCC3CCCCN3C2)cc1OC (stereo not drawn),i,8,1.0,63,i,0.2
Oc1ccc(Cl)cc1CNCc1ccc(F)cc1,i,35,-4.4,103,i,3.1

# Continued (two carried over from the part before).
SMILES,T cell HTS,T cell HTS vesicle-bound %,NTR1 ag,NTR1 ag cell count 20 µM,Myeloid diff 2,Myeloid diff 2 GFP+ MAC1+ %
COc1ccc(C2=CCC3CCCCN3C2)cc1OC (stereo not drawn),i,8,1.0,63,i,0.2
Oc1ccc(Cl)cc1CNCc1ccc(F)cc1,i,35,-4.4,103,i,3.1
O=C(NCC1CC1)C1(C(F)(F)F)CC(CCCO)CCCO1 (stereo not drawn),i,33,-0.6,92,i,1.5
CSCC[C@H](NC(=O)c1cccc(S(=O)(=O)N2CCN(C)CC2)c1)c1nc2ccccc2[nH]1,i,27,1.9,67,i,1.6
COc1ccc(CN2CCN(C(=O)CCC(=O)c3ccc(C)s3)CC2)cc1OC,i,38,0.6,46,i,0.7
O=C(COC(=O)c1ccccc1)NC12CC3CC(CC(C3)C1)C2,i,41,0.7,103,i,0.2
C=C(C)C(O)Cc1c(OC)ccc(C(=O)/C=C/c2ccc(O)cc2)c1O (stereo not drawn),i,11,7.5,72,i,2.4
O=S(=O)(NCc1ccccc1Br)c1ccccc1Br,i,20,1.7,50,i,1.3
C=CCN(Cc1cccs1)C(=O)COc1ccc2c(c1)OCO2,i,22,-2.0,45,i,0.6
CCOC(=O)c1nn(-c2ccccc2)c(=O)cc1OCC(=O)Nc1cc(C)ccc1OC,i,56,-0.8,56,i,0.6
COc1ccc(-n2nc(C(=O)NCC(=O)N3CCN(c4ccccn4)CC3)c3ccccc3c2=O)c(OC)c1,i,41,-0.5,47,i,0.1
CC(=O)c1ccc(S(=O)(=O)N2CCN(c3nc(-c4cccnc4)nc4ccccc34)CC2)cc1,i,34,-0.2,67,i,0.5
COc1ccccc1/C=C/C(=O)c1cc(Br)ccc1OC(=O)c1ccco1,i,27,20,47,i,0.2
CCN(CC(=O)NCc1ccc(Cl)cc1)C(=O)c1cccc(S(=O)(=O)Nc2ccc(OC)cc2)c1,i,31,3.3,67,i,0.7
O=C(Nc1ccc(Cl)cc1)c1ccc2c(c1)S(=O)(=O)c1ccccc1C2=O,i,47,1.7,99,i,1.0
COc1cccc(CNC(=O)CSCC(=O)Nc2ccc(C)cc2)c1,i,28,-1.0,81,i,1.8
CC(NC(=O)C1CCN(C(=O)Nc2ccccc2)CC1)c1ccccc1 (stereo not drawn),i,36,0.8,65,i,0.5
O=C(COC(=O)/C=C/c1cccc(Br)c1)NCc1cccs1,i,32,0.2,59,i,0.5
O=C(CCc1nc2sc3c(c2c(=O)[nH]1)CCCC3)NCCOc1ccccc1,i,33,1.6,55,i,0.5
Cc1ccc(S(=O)(=O)CCC(=O)OCC(=O)Nc2cc(F)ccc2C)cc1,i,57,-0.9,50,i,1.0
O=C(COC(=O)c1ccc[nH]c1=O)NCCCc1ccccc1,i,33,-1.3,64,i,0.6
OCCCn1c(C2CCCN2c2nc(-c3ccc(F)cc3)cs2)nc2cc(Cl)c(N3CCCCC3)cc21 (stereo not drawn),i,41,9.7,84,i,0.5
O=C(O)c1ccccc1NC(=O)C(c1ccccc1)c1ccccc1,i,38,2.3,49,i,0.9
O=C(NCC1CCCN1S(=O)(=O)c1cccs1)C(=O)Nc1ccc(F)cc1F (stereo not drawn),i,34,0.0,90,i,1.3
CC(=O)c1cccc(NC(=O)c2cc(-c3ccncc3)nc3ccccc23)c1,i,68,3.6,46,i,1.4
CN(C)S(=O)(=O)c1ccc(N2CCCC2)c(C(=O)NC2CCCCC2)c1,i,34,-1.1,72,i,0.4
CSCCC(NC(=O)c1ccco1)C(=O)NCCc1ccc(Cl)cc1 (stereo not drawn),i,40,0.9,43,i,0.8
CCC(C)n1c(SCC(=O)NC2CCCC2)nc2ccccc2c1=O (stereo not drawn),i,33,0.3,68,i,0.3
C/C(N)=C(/C#N)C(=O)COc1ncnc2ccccc12,i,16,-3.3,86,i,0.4
O=C(CNC(=O)c1ccco1)OCc1ccccc1F,i,46,0.6,59,i,1.1
Cc1cccc(C)c1NC(=O)CNC(=O)C(C)NC(C)c1ccccc1Br (stereo not drawn),i,63,-0.1,53,i,0.9
O=C(O)c1ccccc1NS(=O)(=O)c1ccc(NN=Cc2cccc(Cl)c2)c([N+](=O)[O-])c1,i,58,-0.2,53,i,0.3
Fc1cccc(CNc2ncnc3ccc(-c4ccc5c(c4)OCO5)cc23)c1,i,54,2.7,73,i,1.8
O=S(=O)(c1ccc2oc(=S)[nH]c2c1)N1CCOCC1,i,34,2.5,55,i,0.5
CC(C(=O)OCC(=O)N1CCCCC1)N1C(=O)c2ccccc2C1=O (stereo not drawn),i,44,-0.2,50,i,0.8
O=c1c2ccccc2nc(-c2ccc(Cl)cc2)n1C1CCS(=O)(=O)C1 (stereo not drawn),i,32,2.7,80,i,0.4
Cc1cccc(OCCCC(=O)Nc2ccc(Cl)c(S(=O)(=O)N3CCOCC3)c2)c1,i,48,2.8,63,i,0.1
CC(=O)Nc1ccc(S(=O)(=O)NCCC(=O)OCC(=O)c2ccc(Br)cc2)cc1,i,29,0.4,75,i,0.2
O=C(CSc1nncs1)NNC(=O)c1ccccc1Br,i,49,3.7,56,i,0.6
O=C(Cn1ccc([N+](=O)[O-])n1)NCc1ccccc1,i,54,-0.9,53,i,0.3
Cc1ccc(OCCCC(=O)Nc2ccc(S(=O)(=O)N3CCOCC3)cc2)cc1,i,40,1.2,69,i,1.5
CCCCc1nnc(NC(=O)CCN2C(=O)C3CC=CCC3C2=O)s1 (stereo not drawn),i,11,0.1,107,i,0.3
NCCC(=O)NCCc1cnc[nH]1,i,64,-1.8,37,i,4.0
c1ccc(-c2nc(SCc3nc4ccccc4[nH]3)c3oc4ccccc4c3n2)cc1,i,4,2.8,63,i,1.5
COc1ccc(C(=O)NCC(c2ccco2)N2CCc3ccccc32)c(OC)c1 (stereo not drawn),i,54,4.1,70,i,1.0
COc1ccc(-c2csc(NC(=O)CN3C(=O)NC4(CCCC4)C3=O)n2)cc1,i,28,-0.8,84,i,1.1
CCC(C)N(C(=O)COC(=O)CSc1ccc(C)c(C)c1)C1CCS(=O)(=O)C1 (stereo not drawn),i,35,1.2,69,i,0.5
CN(C(=O)c1cccc(NC(=O)C2CCN(C(=O)OC(C)(C)C)CC2)c1)C1CCC1,i,45,-0.7,52,i,1.4
COc1cccc(-c2cc(C(=O)NC3CCCC3)c3ccccc3n2)c1,i,24,-0.2,36,i,0.5
COc1ccc(NC(=O)Nc2ccc3c(c2)C(=O)N([C@H](C)CO)C[C@H](C)[C@@H](CN(C)S(=O)(=O)c2cccs2)O3)cc1,i,28,2.0,61,i,0.4

# A few values from the results shown:
# Cc1ccc(OCCCC(=O)Nc2ccc(S(=O)(=O)N3CCOCC3)cc2)cc1 @ T cell HTS vesicle-bound % = 40
# CCC(C)n1c(SCC(=O)NC2CCCC2)nc2ccccc2c1=O (stereo not drawn) @ NTR1 ag = 0.3
# CC(NC(=O)C1CCN(C(=O)Nc2ccccc2)CC1)c1ccccc1 (stereo not drawn) @ Myeloid diff 2 GFP+ MAC1+ % = 0.5

# New compounds follow:
SMILES,T cell HTS,T cell HTS vesicle-bound %,NTR1 ag,NTR1 ag cell count 20 µM,Myeloid diff 2,Myeloid diff 2 GFP+ MAC1+ %
Cc1cc(C)n(-c2ccc(C(=O)N3CCN(c4ccccn4)CC3)cc2)n1,i,33,0.2,89,i,0.2
CS(=O)(=O)c1ccccc1-c1nnc(NC(=O)c2cccc(N3C(=O)CCC3=O)c2)o1,i,25,0.0,65,i,1.1
O=C(Cc1coc2cc(O)ccc12)NNC(=O)c1cccs1,i,33,-1.7,69,i,1.7
CN(c1ccccc1)S(=O)(=O)c1ccc(C(=O)N2CCCC2)cc1,i,16,-0.8,52,i,0.1
COc1ccc(-n2ccnc(SCC(=O)NC3CCCC3)c2=O)cc1OC,i,46,1.3,76,i,0.9
N#CC1(NC(=O)COC(=O)CSc2ccc(F)cc2)CCCCC1,i,54,-0.7,61,i,0.4
O=C(c1ccc(=O)[nH]n1)N1CCN(S(=O)(=O)c2ccc(C(F)(F)F)cc2)CC1,i,27,2.3,63,i,0.5
CCOc1ccc(NC(=O)CC(NC(C)=O)c2ccccc2)cc1S(=O)(=O)N1CCCC1 (stereo not drawn),i,32,-1.3,94,i,0.4
Cc1ccccc1CN1CCN(c2ccc(S(=O)(=O)N3CCCC3)cn2)CC1,i,38,2.8,66,i,1.2
CCOc1ccc(CCNC(=O)c2cccc(S(=O)(=O)N3CCCC3)c2)cc1OCC,i,16,3.0,58,i,0.7
CN(Cc1c(F)cccc1Cl)C(=O)CNC(=O)c1ccc2c(c1)OCO2,i,24,-1.7,61,i,0.3
Cc1ccc(S(=O)(=O)NCCC(=O)NNC(=O)COc2ccccc2Cl)cc1C,i,39,-0.2,61,i,0.3

# Compound profiles (already shown). Order of values: T cell HTS	T cell HTS vesicle-bound %	NTR1 ag	NTR1 ag cell count 20 µM	Myeloid diff 2	Myeloid diff 2 GFP+ MAC1+ %
# `COc1ccc(-n2ccnc(SCC(=O)NC3CCCC3)c2=O)cc1OC` is listed with i	46	1.3	76	i	0.9
# `COc1ccc(-c2csc(NC(=O)CN3C(=O)NC4(CCCC4)C3=O)n2)cc1` is listed with i	28	-0.8	84	i	1.1
# `COc1ccc(C(=O)NCC(c2ccco2)N2CCc3ccccc32)c(OC)c1` (stereo not drawn) is listed with i	54	4.1	70	i	1.0

# Next section:
SMILES,T cell HTS,T cell HTS vesicle-bound %,NTR1 ag,NTR1 ag cell count 20 µM,Myeloid diff 2,Myeloid diff 2 GFP+ MAC1+ %
CC(C)(C)OC(=O)NCc1ccc(CNC(=O)c2nc[nH]c2C(=O)N2CCc3ccccc3C2)cc1,i,40,2.4,61,i,1.3
CCC(=O)c1ccc(OCC(=O)OCC(=O)Nc2c(C)n(C)n(-c3ccccc3)c2=O)cc1,i,20,-0.4,66,i,0.7
CN(CC(=O)Nc1c(Cl)cccc1Cl)C(=O)C1=COCCO1,i,35,0.1,52,i,1.4
Cc1cccnc1NC(=O)c1cccc(NC(=O)CC2SC(N3CCCCC3)=NC2=O)c1 (stereo not drawn),i,42,1.0,61,i,0.4
Cc1cc(C)c(C(=O)NCC(=O)c2ccccc2)c(C)c1,i,21,0.0,51,i,0.7
Cc1cccc(NC(=O)CN2CCN(C(=O)c3c(C)nn(Cc4ccccc4)c3C)CC2)c1C,i,21,2.6,43,i,0.4
Cc1cc(C)n(-c2ccc(C(=O)OCC(=O)Nc3cc(S(C)(=O)=O)ccc3Cl)cc2)n1,i,38,0.9,69,i,0.6
Cc1csc(=O)n1CC(=O)OCC(=O)Nc1ccc(Cl)cc1F,i,48,-0.9,48,i,0.6
COC(=O)Oc1c(Br)c(=O)oc2ccccc12,i,22,-0.7,78,i,0.8
Cc1ccc(NC(=O)CN2CCN(C)CC2)cc1S(=O)(=O)N1CCOCC1,i,40,0.6,70,i,0.5
Cc1ccc(S(=O)(=O)N2[C@@H](c3cccc(C)c3)C(C(=O)O)=C[C@H]2C(C)(C)C)cc1,i,10,-0.8,50,i,1.4
CCOC(=O)[C@H]1[C@H]2COc3ccc(Br)cc3[C@@H]2N2C(=O)CN(Cc3ccco3)C(=O)[C@@]12C,i,45,-0.2,57,i,2.0

# Screens: PubChem, several laboratories
